High-throughput results deposited in PubChem BioAssay by National Center for Advancing Translational Sciences (NCATS).
uPA generation – inhibitors of cell surface uPA generation | Potency, µM (top dose mostly 38.3 µM), inactives show at the highest dose activity change, negative = inhibition, most hits filed as inhibitors | 330,000 tested, 0.31% active | cell surface uPA generation assay, qHTS; active means well fitted inhibition curve with a large enough effect; inconclusive means small, poorly fitted or top-dose-only effect; inactive means no such curve, though single readings can be large or run the other way; tested in mouse RAW 264.7 cells; further: on the % scale 0 is the no-effect control and ±100 the full control effect; nearly all actives have a fitted effect of over 55% in size
FLuc modulator – inhibits or activates purified firefly luciferase, miR-21 counter-screen; 360,000 tested, 6.9% active; Potency, µM (series often up to 57.5 µM), without a hit: at the top dose activity change, negative = inhibition, most hits filed as inhibitors; purified FLuc, Km substrates, luminescence inhibition;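 further: plate controls were vehicle for no effect and reference inhibitor for full effect; nearly all actives have a fitted effect of over 55% in size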
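Purified P. pyralis luciferase, 10 nM final, with Km-level 10 uM D-luciferin and 10 uM ATP in 50 mM Tris acetate pH 7.5, 10 mM Mg acetate, 0.01% Tween-20, 0.05% BSA; 6-point qHTS titration about 60 µM downward; luminescence read.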
p53 reactivation – re-activators of mutant p53 | AID 504706 | 320,000 tested, 0.063% active | Potency, µM (series often up to 92.2 µM), for the others: at the top dose activity change, positive = activation, hits mostly activators | H1299 p53-A138V BP100-luciferase reporter, luminescence, 24 h; further: % of control where 0% means no effect; nearly all actives have a fitted effect of over 45% in size
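p53-null H1299 cells stably carrying temperature-sensitive p53-A138V and a BP100-luciferase reporter were pinned with compounds (4-point, 1:5 series) and held 24 hrs at 37 deg C. Luminescence was read 10 min after detection reagent.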
NPC1 prom act – activates the NPC1 promoter; Potency, µM (titrated, usually from 9.22 µM), for inactives: top-dose activation, actives largely listed as activators; Huh7 NPC1 promoter luciferase reporter, 24 h; 320,000 tested, 2.4% active; AID 485313;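 further: % of control where 0% means no effect; nearly all actives have a fitted effect of over 60% in size; reporter is driven by a mutant NPC1 promoter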
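Cells: Huh7 expressing luciferase under the NPC1 promoter, 1500/well. Seeded 2 h, compound added, incubated 24 h at 37 °C. Luciferase reagent, 10 min ambient, then luminescence.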
RORg inh – blocks mouse ROR gamma transcriptional activity. Drosophila S2 Gal4-RORgamma UAS-luciferase reporter, 20 h. Potency, µM (highest dose often 53.6 µM), inactives show top-dose activity change, negative = inhibition, actives largely listed as inhibitors. 310,000 tested, 5.4% active. AID 2551; further: on the % scale 0 is the no-effect control and ±100 the full control effect; nearly all actives have a fitted effect of over 60% in size
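Compounds are pin-transferred onto Drosophila Schneider cells expressing a copper-inducible Gal4–ROR gamma transactivation domain fusion. After 1 hr, copper sulfate is added to 700 uM final; luciferase is read 20 hr later.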
VP16 counter – inhibits Gal4-VP16 luciferase reporter, ROR gamma counter-screen | Drosophila S2 Gal4-VP16 UAS-luciferase, luminescence, 20 h | Potency, µM (top dose mostly 53.6 µM), for the others: at the highest dose activity, negative = inhibition, actives largely listed as inhibitors | 310,000 tested, 3.5% active;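 further: Gal4-VP16 expression switched on by copper sulfate through the metallothionein promoter; on the % scale 0 is the no-effect control and ±100 the full control effect; nearly all actives have a fitted effect of over 50% in size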
BRCA1 expr up – BRCA1 expression activation | MCF7-BRCA1-FFLuc reporter, luminescence, 48 h; response scale: scaled: vehicle 0%, 10 µM genistein 100% | Potency, µM (doses to about 46.1 µM), without a hit: at the highest dose activation, most hits filed as activators | 380,000 tested, 1.1% active | AID 624202; further: nearly all actives have a fitted effect of over 80% in size; some results filed as inactive show a strong effect at the top dose
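Quantitative HTS in MCF7 cells stably reporting BRCA1 expression via firefly luciferase. Compound treatment lasts 48 h at 37 °C in phenol-red free MEM. Activation is expressed relative to genistein at 10 microM and DMSO.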
ELG1 genotoxic – genotoxicity induction in ELG1-luciferase HEK293T cells. HEK293T ELG1-luciferase reporter, luminescence, 16 h. Potency, µM (doses to about 46 µM), inactives show at the top dose activity change, positive = activation, most hits filed as activators. 330,000 tested, 1.3% active. AID 504466; further: % of control where 0% means no effect; nearly all actives have a fitted effect of over 60% in size
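Genotoxic stress is detected as increased luminescence from luciferase-tagged ELG1 in HEK293T cells, measured with ONE-Glo after a 16 hr treatment at 37 °C.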
Rab9 prom act – activators of Rab9 promoter; Huh7 Rab9 promoter-luciferase reporter, luminescence, 24 h; 320,000 tested, 2.8% active; Potency, µM (series often up to 9.22 µM), without a hit: top-dose activation, negative = inhibition, hits mostly activators; further: % of control where 0% means no effect; nearly all actives have a fitted effect of over 60% in size
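Steps: seed 1500 Huh7 Rab9-luc cells per well, rest 2 h at 37 °C; add compound in DMSO; incubate 24 h; add luciferase reagent, 10 min ambient; read luminescence.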
MBNL1-CUG inh – blocks human MBNL1 binding to CUG repeat RNA; Q9NR56; TR-FRET MBNL1-His/biotin-(CUG)12 binding, 665/545 ratio; Potency, µM (series often up to 57.5 µM), without a hit: top-dose activity change, negative = inhibition, hits mostly inhibitors; 280,000 tested, 0.036% active; active means well fitted inhibition curve with a large enough effect in the signal ratio, with a control signal flat, not every such curve was filed as active; inconclusive means small, poorly fitted or top-dose-only effect, or effect the other way, or a change in a side signal; inactive means no such curve, though single readings can be large or run the other way; the % refers to the signal ratio; further: on the % scale 0 is the no-effect control and ±100 the full control effect
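Inhibition of protein-RNA binding appears as loss of TR-FRET between terbium anti-His antibody on MBNL1-His and streptavidin-XL665 on biotin-(CUG)12. Activity is normalized to buffer-only and uninhibited-complex controls.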
CXXC DNA block – blocks binding of human MLL CXXC domain to DNA. Q03164. MLL-CXXC / FITC-HOXA9 DNA fluorescence polarization. Potency, µM (series often up to 115 µM), without a hit: top-dose activity change, negative = inhibition, most hits filed as inhibitors. 290,000 tested, 0.037% active. AID 2662; active means well fitted inhibition curve with a large enough effect in the polarisation, with a control signal flat, not every such curve was filed as active; inconclusive means small, poorly fitted or top-dose-only effect, or effect the other way, or a change in a side signal; inactive means no such curve, though single readings can be large or run the other way; the % refers to the polarisation
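Purified MLL-CXXC (added from a 7 uM solution) was preincubated 5 min at ambient with pinned compounds in 50 mM Tris-HCl pH 7.5, 50 mM NaCl, 1 mM DTT, 0.05% BSA. Fluorescein-labeled HOX-A9 DNA (50 nM solution) followed, 30 min, then polarization read.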
The depositor's hits bear a star; u = inconclusive; x = not tested or not shown; [ ] = dose if it differs, or a comment. Unless noted, the call rests on the fitted dose curve; in most records, active means well fitted curve in the direction sought with a large enough effect; inconclusive means small, poorly fitted or top-dose-only effect, or another doubt; inactive means no such curve, though single readings can be large; an effect the other way counts as inactive or inconclusive. Potency means the concentration at half of the fitted maximal effect.

no.	SMILES	ELG1 genotoxic	VP16 counter	BRCA1 expr up	MBNL1-CUG inh	p53 reactivation	FLuc modulator	Rab9 prom act	uPA generation	CXXC DNA block	RORg inh	NPC1 prom act
1	CC(C)CCOP(=O)(c1ccc(N(C)C)cc1)C(O)c1ccccc1 (configuration not stated)	3%	2%	-23%	10%	-5%	1%	-4%	-3%	19%	27%	-6%
2	CC1CCN(C(=O)COC(=O)[C@H](C)NS(=O)(=O)/C=C/c2ccccc2)CC1	3%	13%	5%	7%	4%	5%	2%	4%	5%	8%	2%
3	C=CCCC(=O)N1CCCC(Cc2cccc(Cl)c2)(C(=O)OCC)C1 (configuration not stated)	-3%	3%	7%	5%	-5%	-17%	3%	1%	-12%	14%	5%
4	C[n+]1c2n(c3ccccc31)N=C(c1ccc(Br)cc1)CS2	-33%[inhibitor]	-3%[0.365 µM]	u	u	u	3%	-25%	x	5%	17%	-5%
5	CN(C)S(=O)(=O)c1cccc(-c2nnc(SCC(=O)NCCCCCC(=O)O)n2-c2ccc(F)cc2)c1	8%	23%	5%	-3%	8%	-16%	5%	-5%	-13%	-3%	-4%
6	O=C(CON=C1c2ccccc2-c2ccccc21)NC12CC3CC(CC(C3)C1)C2	-7%	u	-81%	u	6%	-13%	-3%	0%	8%	31%	-3%
7	CCOC(=O)C1CCN(C(=O)Nc2cc(Cl)cc(Cl)c2)CC1	0%	-2%	0%	-3%	-1%	-15%	1%	0%	5%	19%	0%
8	Clc1ccc(-c2noc(COc3ccccc3)n2)cc1	13%	9%	u	-3%	u	13µM*	23%	-2%	1%	u	11%
9	COc1ccc(CCNC(=O)CC(Cc2ccc(C)cc2)C(=O)O)cc1OC (configuration not stated)	1%	11%	-7%	-1%	17%	3%	-3%	-3%	8%	-3%	1%
10	CCN1C(=O)[C@H]2[C@@H](c3ccc(SC4CCCCC4)c(OC)c3)N[C@@](Cc3ccccc3)(C(=O)OC)[C@H]2C1=O	-6%	x	0%	x	6%	0%	-4%	-13%	x	x	-2%
11	CC1CCN(c2ccc3c(c2)S(=O)(=O)c2cccc(C(=O)NCc4cccc(F)c4)c2C3=O)CC1	-4%	x	-3%	x	u	u	19%	-18%	x	x	14%
12	CCOC(=O)c1cnc(SCC(=O)NCc2cccs2)nc1N	2%	-2%	8%	1%	10%	0%	7%	9%	-2%	21%	-1%
13	C=C(C)CC(c1ccccc1)N(C(C)=O)c1ccco1 (configuration not stated)	-1%	-23%	4%	-9%	2%	0%	-15%	13%	15%	14%	-1%
14	CCn1c(SCC(=O)c2cc(OC)ccc2OC)nc2c1c(=O)n(C)c(=O)n2C	2%	-2%	x	-5%	13%	-1%	-3%	x	6%	14%	-1%
15	Cc1ccc(S(=O)(=O)N/N=C/c2cccc([N+](=O)[O-])c2)cc1	2%	-11%	-1%	23%	18%	-1%	-3%	0%	-5%	44%	1%
16	COc1ccc(/C=C/C(=O)c2sc(-c3ccccc3)nc2C)cc1	-1%	-3%	0%	u	-5%	2%	-1%	3%	-1%	42%	-8%
17	CCN(CC)C(=O)CSC1=Nc2ccccc2C2=NC(c3ccccc3)C(=O)N12 (configuration not stated)	3%	1%	-9%	-7%	-1%	-2%	1%	2%	-3%	-20%	-1%
18	COc1ccc(Nc2nc(N)nc(CSc3nc(C)cc(C)n3)n2)cc1	9%	-10%	26%	2%	-3%	-20%	-9%	x	-6%	21%	-5%
19	CCN(CC(=O)Nc1ccccc1OC)C(=O)c1ccc(N(C)S(=O)(=O)c2ccc(C)cc2)cc1	-8%	x	-34%	x	-9%	-1%	-7%	-4%	x	x	-3%
20	CC(=O)[C@H]1CC[C@H]2[C@@H]3CCC4=CC(=O)CC[C@]4(C)[C@H]3[C@H](O)C[C@]12C	-3%	-7%	-6%	3%	4%	-4%	-6%	-1%	4%	-5%	-3%
21	O=C(CCC(=O)N1CCc2ccccc21)Nc1ccccc1	-3%	2%	5%	0%	1%	1%	-3%	2%	7%	19%	-3%
22	COc1cc(NC(=O)COc2cc(C)cc3oc(=O)c(C)c(C)c23)cc(OC)c1OC	15%	u	4%	6%	-3%	-1%	0%	8%	0%	-37%	-6%
23	COC(=O)C1CCN(C(=O)Cn2nnc(-c3cccc(F)c3)n2)CC1	0%	-9%	-12%	-5%	-3%	1%	-2%	2%	-9%	13%	-5%
24	COc1cccc(NC(=O)Nc2nnc(-c3ccccc3SCc3ccccc3)s2)c1	8%	-27%	-35%	8%	7%	1%	-5%	9%	u	-5%	2%
25	O=C(NC(=S)Nc1ccccc1Br)c1cccnc1	0%	18µM*	0%	-1%	x	-19%	5%	10%	3%	10µM*	-1%
26	Cc1ccc(Nc2ncnc3c2cnn3C)c(C)c1	-9%	-4%	-36%	-2%	-30%[inhibitor]	-2%	5%	-5%	-6%	19%	-2%
27	CN(C(=O)COC(=O)COc1ccc2c(c1)CCC2)c1c(N)n(Cc2ccccc2)c(=O)[nH]c1=O	5%	x	3%	x	-2%	-16%	-7%	1%	x	x	0%
28	Cc1ccn2c(CNCC3OCCc4ccccc43)c(C(=O)N3CCCCCC3)nc2c1 (configuration not stated)	-5%	3%	-11%	-6%	-6%	3%	-3%	-2%	-6%	3%	1%
29	O=C(Nc1nccs1)c1cccc2ccccc12	-7%	-25%	-47%	34%[activator]	x	-11%	5%	1%	6%	u	12%
30	O=C1CC(NS(=O)(=O)c2cc(F)ccc2F)CN1c1ccc2c(c1)OCCO2 (configuration not stated)	-4%	x	1%	x	0%	-1%	-2%	0%	x	x	9%
31	Cc1ccc(C)c(NC(=O)c2cc(-c3ccccc3O)n[nH]2)c1	11%	-7%	82%	-7%	5%	u	u	1%	3%	-2%	u
32	N#Cc1ccccc1NC(=S)NC(=O)c1cccs1	16%	23%	-18%	1%	25%	8.5µM*	8%	-13%	150%[activator]	-15%	-1%
33	COCCCNC(=S)NNC(=O)c1cccnc1	-1%	-2%	-4%	-1%	-5%	8%	-5%	6%	15%	-16%	-2%
34	O=C(CC(c1ccccc1)c1ccccc1)NCC(O)c1ccc([N+](=O)[O-])cc1 (configuration not stated)	-25%	u	-36%	u	8%	0%	4%	1%	18%	19%	1%
35	CNc1nc(C)c(C(=O)OCC(=O)OC)s1	12%	4%	3%	-19%	10%	-16%	-2%	-1%	-2%	2%[10 µM]	27%
36	Clc1ccccc1/C=N/NC1=Nc2cccc3cccc1c23	16µM*	u	-24%	u	47%	0.85µM*	4.5µM*	0%	u	0.28µM*	u
37	CC[C@@H](C)C(C(=O)N1CCN(C(=O)OC(C)(C)C)CC1)n1cc(-c2cn([C@@H](C)C(=O)N3CCN(C(=O)OC(C)(C)C)CC3)nn2)nn1 (some centres not stated)	-2%	-7%	6%	-6%	2%	1%	-2%	13%	-25%	35%	-1%
38	O=C(Nc1ccccn1)c1ccc(Cl)c([N+](=O)[O-])c1	0%	-18%	-17%	u	19%	-10%	-5%	-8%	-5%	-10%	-1%
39	CC(C)Oc1cc(O)c2c(=O)c(-c3ccc(O)cc3)coc2c1	16µM*	u	u	0%	12%	5.4µM*	1.4µM*	u	9%	-11%	0.89µM*
40	COc1ccc(-c2cc(C(F)(F)F)n3nc(C(=O)N4CCOCC4)c(Cl)c3n2)cc1	4%	0%	-37%	u	-4%	-5%	8%	6%	-12%	7%	4%
41	CC(C)(C)NC(=O)c1sccc1C(=O)O	2%	4%	-11%	0%	u	15µM*	-1%	19%	11%	-20%	0%
42	Cn1cccc1C(=O)NCC(c1ccco1)N1CCCCC1 (configuration not stated)	0%	x	4%	x	4%	-7%	-4%	-1%	x	x	-4%
43	COC(=O)c1[nH]c2cccc(OC)c2c1NC(=O)CCN1CC(C)CC(C)C1 (configuration not stated)	4%	8%	9%	3%	-3%	4%	-3%	-5%	9%	-28%	1%
44	O=C(Cc1cccc(C(F)(F)F)c1)Nc1ccccc1N1CCCC1	-3%	-8%	-25%	6%	-6%	-1%	2%	-2%	2%	u	-1%
45	Cc1cc(NC(=O)CCC(=O)N(Cc2ccco2)C(C(=O)NC2CCCC2)c2ccccc2C)no1 (configuration not stated)	-5%	-2%	-83%	10%	10%	6%	-5%	3%	-10%	u	-2%
46	CCOc1ccc(OCC(=O)N(CCC2=CCCCC2)c2c(N)n(Cc3ccccc3)c(=O)[nH]c2=O)cc1	-31%[inhibitor]	x	x	x	-13%	11%	-3%	x	x	x	1%

Some of the compounds tested; rates above refer to the full screens.
